Assay outcomes deposited in PubChem BioAssay by several laboratories.
West Nile antiviral: inhibition of WNV-induced cytopathic effect – cell-based, CPE readout (AID 1621). West Nile virus-infected cells, CPE inhibition; higher % means a stronger effect. CPE inhibition, % at 10 µM, or IC50 in µM where a hit was titrated. 290,000 compounds, 0.02% hits; in the data active means a potency from the dose series; inconclusive means CPE inhibition mostly from about 3.7% at the one dose, without a potency; inactive means the rest, 99 in 100 with CPE inhibition below about 2.2%; further: strong numbers were not always called active
LYP phosphatase: PTPN22 lymphoid phosphatase activity blockers – biochemical, fluorescence intensity, uHTS (AID 1779); 290,000 compounds, 0.054% hits; recombinant LYP phosphatase, fluorescence intensity; higher % means a stronger effect; inhibition, % at 11.5 µM, or IC50 in µM where a hit was titrated; in the data active means inhibition above about 50%;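 further: plate controls were vehicle with enzyme for no effect and no enzyme for full effect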
Rac1 GTP hydrolysis: MgcRacGAP GTPase-activating activity inhibitors, confirmation, biochemical, ADP Hunter fluorescence; MgcRacGAP-stimulated Rac1 GTP hydrolysis, ADP Hunter fluorescence; higher % means a stronger effect; GST-tagged Rac1 F28L mutant substrate; one-dose inhibition, % at 30 µM; IC50 in µM for titrated hits; 340,000 compounds, 0.6% hits;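 active means first-screen hits whose inhibition reached a set limit at any dose in the follow-up dose series; inconclusive means inhibition above the set first-screen limit but never retested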;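 further: fluorescence reports GDP produced by GAP-driven GTP hydrolysis; strong numbers were not always called active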
Salmonella PhoP GFP: PhoP-dependent GFP reporter repression – Salmonella Typhimurium, primary screen (AID 1863). 300,000 compounds, 0.16% hits. S. Typhimurium PhoP-regulated promoter GFP reporter, 4 h; higher % means a stronger effect. one-dose inhibition, % at 50 µM; IC50 in µM for titrated hits;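 active means inhibition over 29.93%, a cutoff 3 SD above the screen mean, later confirmed by dose response; inconclusive means inhibition over 29.93% but no dose response follow-up; inactive means inhibition at most 29.93% or unconfirmed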;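 further: 0% = low Mg2+ inducing control and 100% = high Mg2+ repressing control; strong numbers were not always called active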
SV40 large T antigen: TAg ATPase/helicase activity blockers – biochemical (AID 1903); SV40 large T antigen ATPase/helicase inhibition assay; higher % means a stronger effect; inhibition, % at 20 µM, or IC50 in µM where a hit was titrated; 310,000 compounds, 0.39% hits; in the data active means a potency from the dose series; inconclusive means inhibition mostly from about 32% at the one dose, without a potency; inactive means the rest, 99 in 100 with inhibition below about 32%; further: strong numbers were not always called active
NS5 inhibitors: Dengue-2 NS5 methyltransferase inhibitors, primary screen, biochemical, confirmation dose response (AID 588689) | Dengue-2 NS5 methyltransferase capping enzyme assay, biochemical; higher % means a stronger effect | one-dose inhibition, % at 25 µM; IC50 in µM for titrated hits | 340,000 compounds, 0.3% hits; in the data active means a potency from the dose series; inconclusive means inhibition above about 29% without an active follow-up result
GPR35 antagonists: GPR35 antagonists blocking zaprinast-driven arrestin recruitment, primary screen, imaging, U2OS, beta-arrestin-GFP, zaprinast agonist (AID 2058) | U2OS GPR35 beta-arrestin-GFP translocation imaging, zaprinast antagonism; higher % means a stronger effect | one-dose inhibition, % at 10 µM; IC50 in µM for titrated hits | 290,000 compounds, 0.052% hits;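 active means inhibition of at least 50% with at least 30 cells and total cytoplasm GFP at most 10,000,000; inconclusive means under 30 cells or total GFP of 10,000,000 plus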
RSV CPE inhibition: inhibition of RSV-induced cytopathic effect – HEp-2 cells, primary 10 µM value included (AID 2391). HEp-2 cells, RSV-induced CPE inhibition; higher % means a stronger effect. CPE inhibition, % at 10 µM; hits with a dose series show IC50 in µM. 310,000 compounds, 0.13% hits; in the data active means a potency from the dose series; inconclusive means CPE inhibition mostly from about 23% at the one dose, without a potency; inactive means the rest, 99 in 100 with CPE inhibition below about 21%; further: strong numbers were not always called active
CSM14.1 death rescue: rescue of cells from ER stress-induced death, primary screen, 384-well, CSM14.1, thapsigargin, ATP luminescence (AID 1222) | one-dose cellular ATP content (survival), % at 20 µM; EC50 in µM for titrated hits | CSM14.1 thapsigargin-induced death rescue, ATP luminescence; higher % means a stronger effect | 190,000 tested, under 10 active;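 active means EC50 below 50 µM in the dose-response confirmation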;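 further: death triggered by thapsigargin at about 15 µM added after 2 h compound pretreatment; cell ATP read after overnight thapsigargin exposure of roughly 18 to 22 hours; normalized against plate controls of thapsigargin alone and 5% DMSO vehicle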
NS5 inhibitors pilot replicate: further read-out of NS5 inhibitors, marked with its call; inhibition, %; measured here: pilot screen replicate inhibition
* hit, by the source's call; ? = inconclusive; nt = no result given. Hits appear at their usual frequency. Share with any hit: about 1.5%.

Sample of the layout, 2 compounds:
SMILES	West Nile antiviral	LYP phosphatase	Rac1 GTP hydrolysis	Salmonella PhoP GFP	SV40 large T antigen	NS5 inhibitors	GPR35 antagonists	RSV CPE inhibition	CSM14.1 death rescue	others
CCNc1nc(NC(C)C)nc(N(C)C#N)n1	0.1%	-4%	-10%	-7%	9%	-8%	8%	17%	nt
N#C/C(=C\c1ccc(-c2ccc(Br)cc2)o1)C(=O)NCCc1c[nH]c2ccccc12	-1.2%	-1%	7%	-4%	4%	0%	-3%	?	-1.8%

The whole of this part, from the first entry:
SMILES	West Nile antiviral	LYP phosphatase	Rac1 GTP hydrolysis	Salmonella PhoP GFP	SV40 large T antigen	NS5 inhibitors	GPR35 antagonists	RSV CPE inhibition	CSM14.1 death rescue	others
CCNc1nc(NC(C)C)nc(N(C)C#N)n1	0.1%	-4%	-10%	-7%	9%	-8%	8%	17%	nt
N#C/C(=C\c1ccc(-c2ccc(Br)cc2)o1)C(=O)NCCc1c[nH]c2ccccc12	-1.2%	-1%	7%	-4%	4%	0%	-3%	?	-1.8%
S=C(Nc1ccccc1)Nc1ccc(Cl)cc1Cl	0.3%	1%	0%	-6%	2%	0%	6%	1.8%	-2.1%
Cc1ccc(CNC(=O)NC23CC4CC(CC(C4)C2)C3)cc1	-1.0%	0%	-4%	13%	6%	-11%	6%	1.4%	-1.6%
CC(C)Oc1cccc(C(=O)C2CCCN(C(=O)c3cc(C4CC4)[nH]n3)C2)c1 (stereo not drawn)	-0.3%	-13%	-27%	-6%	15%	3%	-9%	18%	nt
COc1cccc(NC(=O)N2CCN(c3nnnn3-c3ccccc3)CC2)c1	-0.2%	-10%	4%	-3%	-6%	-2%	4%	-1.2%	-0.8%
CC(=O)c1cccc(NC(=O)NNC(=O)c2ccc3ccccc3c2)c1	-0.3%	-5%	0%	-6%	34%	-6%	3%	0.3%	nt
CCOC(=O)c1c(C)[nH]c(C)c1C(=O)CSc1nc(N)cc(N)n1	nt	-5%	-2%	-3%	14%	10%	-4%	0.7%	-1.7%
CC(Oc1ccccc1)C(=O)Nc1nnc(C2CCCCC2)s1 (stereo not drawn)	-0.7%	1%	0%	nt	nt	1%	1%	2.3%	-1.9%
CCOC(=O)c1c(C)[nH]c(C)c1C(=O)CSc1nnc(N)s1	-0.4%	-5%	5%	5%	15%	-2%	3%	0.4%	-0.5%
CC(C)Cc1nnc(NC(=O)CN2C(=O)NC3(CC(C)CC(C)(C)C3)C2=O)s1 (stereo not drawn)	nt	nt	4%	0%	14%	-1%	nt	-2.0%	nt
Cc1ccc(-c2csc(/C(C#N)=C/Nc3ccccc3SC(F)(F)F)n2)c(C)c1	0.1%	-1%	7%	15%	10%	0%	-5%	2.2%	0.6%
CCOC(=O)c1c(-c2ccc(C)o2)csc1NC(=O)CSc1ncn[nH]1	0.3%	-1%	17%	-7%	7%	-14%	-21%	6.6%	-1.1%
COc1ccc(/C=C(\C#N)C(=O)Nc2cc(S(=O)(=O)N3CCCCC3)ccc2N2CCCCC2)cc1	-0.7%	-1%	2%	-7%	14%	-4%	7%	6.6%	-2.4%
N#CC1=C(N)SC(C(=O)c2ccccc2)C1c1cccs1 (stereo not drawn)	0.9%	4%	8%	-2%	6%	-9%	-8%	7.8%	-1.2%
O=C(NCCCO)C(=O)Nc1ccc2c(c1)N(S(=O)(=O)c1cccs1)CCC2	nt	nt	7%	-2%	19%	-7%	nt	0.6%	nt
COc1ccc(C(=O)O/N=C(/C)c2cccs2)cc1	0.5%	-4%	12%	-4%	20%	2%	6%	2.1%	-9.0%
Cc1nnc(NC(=O)c2cccc(Br)c2)s1	-0.1%	-7%	10%	4%	2%	-1%	3%	1.3%	-1.0%
CCC(C)(C)n1nnnc1C(c1ccc(OC)c(OC)c1)N1CCN(c2ccc(F)cc2)CC1 (stereo not drawn)	-0.4%	-4%	6%	11%	8%	-6%	-2%	1.8%	-3.6%
CC(=O)N1CCc2c(sc(NC(=O)c3ccc([N+](=O)[O-])o3)c2C#N)C1	-0.8%	-3%	-11%	-8%	16%	4%	-11%	nt	-3.2%
O=C(Nc1nnc(CSCc2ccccc2F)s1)c1cccc([N+](=O)[O-])c1	-0.8%	0%	6%	21%	-42%	2%	-6%	9.2%	1.5%
CC(=O)c1cc2c(cc1NC(=O)c1ccc(C)cc1)OCO2	-0.4%	-6%	nt	-2%	15%	nt	3%	1.4%	-4.1%
Nc1c(N(CCC2=CCCCC2)C(=O)C2CC2)c(=O)[nH]c(=O)n1Cc1ccccc1	-0.4%	-6%	5%	7%	3%	-8%	-13%	2.4%	nt
COC(=O)CCC(=O)Nc1ccc2oc3c(c2c1)CCCC3	-0.6%	-4%	4%	-1%	6%	-2%	1%	1.6%	nt
CC(CN(C)C)CN1c2ccccc2CCc2ccccc21 (stereo not drawn)	0.5%	-7%	5%	5%	10%	1%	-12%	-2.7%	nt
Clc1cc(Br)ccc1OCCOCCOc1cccc2cccnc12	-0.4%	-3%	5%	3%	10%	-3%	17%	?	-1.0%
Cc1c(Cl)cccc1NC(=S)N(CCN(C)C)C(C)c1ccco1 (stereo not drawn)	0.0%	-8%	5%	5%	48%	-6%	-14%	-2.2%	nt
Cc1ccc2oc(=O)c3cc(C(=O)NCCCN4C(C)CCCC4C)sc3c2c1 (stereo not drawn)	1.3%	-4%	-8%	-8%	7%	-4%	2%	-1.1%	nt
C/C(CS(=O)(=O)c1ccccc1)=N\O	0.1%	-8%	4%	-10%	12%	-4%	-1%	-1.3%	-1.6%
CS(=O)(=O)c1ccc(-c2cc(Br)sc2-c2ccc(F)cc2)cc1	-0.8%	nt	nt	-1%	15%	nt	nt	9.9%	nt
CCOc1ccccc1CNC(=O)C1CCN(c2nn3c(=O)cc(C)nc3s2)CC1	0.3%	-6%	11%	-1%	9%	2%	2%	0.2%	nt
O=C(c1ccccc1N(Cc1ccccc1)S(=O)(=O)c1ccccc1)N1CCOCC1	-1.2%	-4%	3%	-1%	8%	-4%	-5%	1.2%	nt
CCn1cc(CN2CCCC(C(=O)Nc3cccc(-n4cccn4)c3)C2)c(C)n1 (stereo not drawn)	-1.3%	-6%	7%	-1%	17%	-2%	7%	0.5%	nt
Cc1ccc(NC2Sc3ccccc3NC2=O)cc1Cl (stereo not drawn)	-0.6%	8%	20%	0%	9%	14%	-6%	19%	nt
CCc1ccc(NC(=O)C(CC)Sc2nc3cc4c(cc3c(=O)n2Cc2ccco2)OCO4)cc1 (stereo not drawn)	?	6%	8%	-9%	-1%	-7%	23%	2.9%	0.9%	NS5 inhibitors pilot replicate=-4.7
Cc1ccc(S(=O)(=O)N2CCN(C(=O)CC(C)n3cncn3)CC2)cc1 (stereo not drawn)	0.3%	-4%	2%	5%	10%	-6%	13%	1.3%	nt
Cc1ccc(CNc2ccc(N3CCOCC3)c(C(=O)O)c2)s1	0.1%	-9%	6%	3%	21%	-2%	-6%	3.5%	0.3%
CCN(CC)CCNC(=O)c1ccc(NC(=O)c2ccc(Cl)c(S(=O)(=O)Nc3ccccc3OC)c2)cc1	0.5%	3%	nt	4%	2%	nt	-4%	nt	-3.2%
COc1ccc(OC)c2sc(N(CCN(C)C)C(=O)c3cc(Cl)sc3Cl)nc12	-0.4%	-5%	13%	-3%	12%	-2%	-14%	0.2%	0.2%
Cc1cc(S(=O)(=O)NCC(C)C)ccc1OCC(=O)NCc1ccccn1	0.0%	-1%	7%	-4%	13%	-10%	-3%	1.3%	-2.4%	NS5 inhibitors pilot replicate=-2.1
NC(=O)CC(NC(=O)Cc1ccc(Cl)cc1)c1ccc(NCCCN2CCCC2=O)c([N+](=O)[O-])c1 (stereo not drawn)	0.7%	-10%	3%	3%	15%	-2%	23%	-1.2%	nt
Nc1ccc(C2(c3ccc(N)cc3)c3ccccc3C(=O)c3ccccc32)cc1	nt	nt	0%	nt	4%	-15%	nt	-2.6%	nt
COc1ccc(N2CCN(C(=O)CCc3ccc(S(=O)(=O)NCC(C)C)cc3)CC2)cc1	-0.3%	-7%	12%	7%	21%	3%	-12%	6.6%	-1.1%
CNC(=O)CN(C1CCCCC1)S(=O)(=O)c1ccc(F)cc1	-0.6%	-15%	8%	3%	-2%	-2%	6%	0.2%	-1.2%
O=C(NCc1ccccc1Cl)c1ccc2nc[nH]c2c1	-0.6%	-3%	-3%	-4%	0%	0%	3%	0.1%	1.7%
COC(=O)c1ccccc1NC(=O)CSc1nc(N)cc(N)n1	0.1%	-8%	5%	-7%	6%	-4%	-2%	1.8%	-0.4%
Cc1cccc(N(CC(=O)NC2CCCC2)C(=O)c2csnn2)c1C	0.8%	-2%	8%	-5%	24%	-2%	6%	1.3%	nt
CN(CC(=O)Nc1cccc(F)c1)C(=O)c1cn(-c2ccccc2)nc1-c1cccs1	-1.3%	1%	6%	4%	5%	-3%	2%	?	nt
COc1ccc(CCN2C(=O)C3C4C=CC(C4)C3C2=O)cc1OC (stereo not drawn)	0.5%	-3%	2%	5%	8%	-16%	-9%	0.2%	-0.7%
CC(=O)Nc1nc(SCc2cccc3ccccc23)n[nH]1	-0.3%	-2%	5%	25%	-5%	-1%	0%	-1.3%	-3.8%
CC(C)(C)C(=O)N1CCc2cc(-c3csc(N)n3)ccc21	0.0%	4%	9%	7%	?	-9%	2%	7.4%	-1.8%
CCC(C)[C@H](NC(=O)NCc1ccco1)C(=O)OC (stereo partly drawn)	-0.4%	-6%	9%	-3%	20%	1%	25%	2.9%	nt
COc1ccc(OC)c(NC(=O)Cc2nn(C)c(=O)c3ccccc23)c1	0.1%	-9%	5%	18%	10%	-11%	10%	5.3%	-0.8%
Cc1ccccc1OCCNC(=O)c1ccccc1Sc1ccccc1C#N	0.1%	0%	12%	9%	8%	-7%	8%	3.5%	-1.2%
CC1CCN(S(=O)(=O)c2ccc(NC(=O)N3c4ccccc4Sc4ccccc43)cc2)CC1	-0.7%	5%	26%	4%	20%	-6%	16%	3.2%	1.2%
O=[N+]([O-])C1C(c2ccccc2)=NOC1c1ccccc1O (stereo not drawn)	0.7%	-7%	7%	4%	3%	1%	-4%	0.1%	nt	NS5 inhibitors pilot replicate=-1.5
OCC[C@H]1C[C@@H](O)[C@H](O)[C@]2(OCCCc3ccccc32)O1	nt	nt	11%	9%	13%	-6%	nt	-0.8%	nt
CC(C)CCN1C(=O)c2ccc(C(=O)Nc3cccc(S(N)(=O)=O)c3)cc2C1=O	-0.1%	3%	0%	15%	8%	-13%	18%	0.9%	4.3%
CC(=O)c1cccc(S(=O)(=O)Nc2cccnc2)c1	-0.2%	-11%	-3%	6%	15%	1%	-5%	0.0%	nt
